TbPYK inhibitor – blocks Trypanosoma brucei pyruvate kinase | AID 624173 | TbPYK enzyme, Kinase-Glo Plus ATP luminescence, 45 min | 0.12% of 410,000 active | Potency, µM (series often up to 76.8 µM), for inactives: top-dose activity, negative = inhibition, hits mostly inhibitors; also: potency is read from the fitted curve at half-maximal effect; % is scaled to controls: 0 for no effect and ±100 for the full control effect; nearly all actives have a fitted effect of over 50% in size
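Readout: single end-point luminescence (Kinase-Glo Plus, 10 min). Reaction conditions were TbPYK/substrate plus 130 uM ADP, 45 min at RT, pH 7.2 TEA buffer. No-enzyme wells served as controls, and data were normalized before concentration-response fitting.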
Pf growth 48h – P. falciparum growth inhibition at 48 hours (one generation); Potency, µM (titrated, usually from 28.7 µM), without a hit: at the top dose activity change, negative = inhibition, most hits filed as inhibitors; P. falciparum luciferase growth in erythrocytes, 48 h; 5.9% of 310,000 active; also: potency is read from the fitted curve at half-maximal effect; % is scaled to controls: 0 for no effect and ±100 for the full control effect
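Read-out is firefly luciferase luminescence from an integrated reporter in P. falciparum, so falling signal marks reduced parasite growth. Infected erythrocytes were at 2% hematocrit and 0.1% parasitemia (final) in Albumax-supplemented RPMI 1640.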
HCV inh – inhibitors of hepatitis C virus infection; Huh7.5.1 HCVcc-Cre infection, luciferase reporter, 44 h; Potency, µM (top dose mostly 41.8 µM), inactives show at the highest dose activity change, negative = inhibition, most hits filed as inhibitors; 3.4% of 340,000 active; also: potency is read from the fitted curve at half-maximal effect; % is scaled to controls: 0 for no effect and ±100 for the full control effect
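Infectious HCVcc-Cre (~0.5 moi) was added to cells just after compound, with cells seeded 4 h earlier at 1,000 per well. Luciferase activity after 44 h culture reported infection; substrate was incubated 15 min at room temperature before reading.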
Pf growth 96h – inhibits malaria parasite growth, 96 h; AID 504834; P. falciparum luciferase reporter growth, 96 h; Potency, µM (series often up to 28.7 µM), for the others: at the top dose activity change, negative = inhibition, most hits filed as inhibitors; 6.9% of 320,000 active; also: potency is read from the fitted curve at half-maximal effect; % is scaled to controls: 0 for no effect and ±100 for the full control effect
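Plates of compound plus infected erythrocytes (2% hematocrit, 0.05% parasitemia final) incubate 96 hours, 37 C, 5% CO2. Detection reagent added; reduced luminescence from the parasites' luciferase reporter flags inhibition.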
LmPK inh – blocks Leishmania mexicana pyruvate kinase activity; purified LmPK, Kinase-Glo ATP luminescence, 1 h; Potency, µM (doses to about 57.5 µM), for inactives: at the highest dose activity change, negative = inhibition, most hits filed as inhibitors; Q27686; 0.37% of 290,000 active; also: potency is read from the fitted curve at half-maximal effect; % is scaled to controls: 0 for no effect and ±100 for the full control effect
Target sequence (Q27686 whole entry, looked up): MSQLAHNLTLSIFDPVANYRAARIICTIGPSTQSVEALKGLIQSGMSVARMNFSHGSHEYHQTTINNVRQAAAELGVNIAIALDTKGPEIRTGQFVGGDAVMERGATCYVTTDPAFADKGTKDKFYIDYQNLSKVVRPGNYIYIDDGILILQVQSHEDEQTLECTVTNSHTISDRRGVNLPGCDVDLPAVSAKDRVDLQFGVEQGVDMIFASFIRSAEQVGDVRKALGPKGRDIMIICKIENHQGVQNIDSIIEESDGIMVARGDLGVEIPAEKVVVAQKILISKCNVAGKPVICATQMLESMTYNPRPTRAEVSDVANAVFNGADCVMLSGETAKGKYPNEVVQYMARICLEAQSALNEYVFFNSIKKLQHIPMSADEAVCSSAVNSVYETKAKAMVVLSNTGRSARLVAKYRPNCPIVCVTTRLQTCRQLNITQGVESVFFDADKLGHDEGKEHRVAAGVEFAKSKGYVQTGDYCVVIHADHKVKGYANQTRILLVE
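Purified LmPK (0.1 nM) with 0.5 mM PEP and 0.1 mM ADP in imidazole buffer pH 7.2 with MgCl2/KCl, 1 h at room temperature. ATP formed was read by luciferase luminescence and normalized to no-enzyme and uninhibited controls.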
CHX counter – counter-screen for Shiga toxin inhibitors: cycloheximide protein synthesis inhibition | cell reporter, cycloheximide protein synthesis inhibition counterscreen | max response, % | 12% of 300,000 active | AID 2314; in the data active = max response mostly above about 13%, no sharp cut-off; inactive = mostly below about 14%; also: read at 38.3 µM for the half of the compounds with a filed dose; 0% is about no effect
Shiga inhibitor – Shiga toxin inhibition. inhibition, % at 38.7 µM. 9.2% of 290,000 active. Vero cells, Shiga toxin protein synthesis inhibition reporter; in the data active = inhibition mostly above about 28%, no sharp cut-off; inactive = mostly below about 43%; also: 0% is about no effect
* marks the source's active call; other numbers are inactive results; ? = inconclusive; nt = not tested or not shown; & = joins results of further samples; [ ] = remark or other dose. Unless noted, calls follow the shape of the dose curve; as a rule, active = well fitted curve in the direction sought with a large enough effect; inconclusive = small, poorly fitted or top-dose-only effect, or another doubt; inactive = no such curve, though single readings can be large; an effect the other way counts as inactive or inconclusive.

SMILES	TbPYK inhibitor	Pf growth 48h	HCV inh	Pf growth 96h	LmPK inh	CHX counter	Shiga inhibitor
Nc1nc(NCC(=O)O)nc(NCc2ccccc2)c1[N+](=O)[O-]	-5%	11%	13%	21%	-5%	-3	-4
O=S(=O)(Nc1ccc(-c2ccc3nncn3n2)cc1)c1cccs1	4%	27%	0%	-3%	nt	nt	nt
COCC1CCN(C(=O)c2cc(COc3cc(C)c(Cl)c(C)c3)on2)C1 (stereo unspecified)	6%	12%	-7%	?	-1%	72*	45*
O=C(Nc1ccn(CC(=O)N2CCN(c3ccccn3)CC2)c(=O)n1)OCc1ccccc1	7%	?	-3%	?	nt	nt	nt
CC1CCC2(CC1)NC(=O)N(NC(=O)C1CCN(C(=O)c3ccc(Cl)cc3)CC1)C2=O (stereo unspecified)	-6%	-5%	-7%	-11%	nt	nt	nt
COC(=O)Cn1c(=N)n(CCN2CCCCC2)c2ccccc21	4%	9%	14%	12%	-2%	-4	-10
CCCC(=O)O[C@H]1C[C@@H](C)N(C(=O)c2ccccc2)c2ccc(C)cc21	-6%	-81%	?	?	2%	-1	5
O=C(Nc1nc2n(n1)C(c1ccc(F)cc1)CC(c1ccccc1)N2)c1ccco1 (stereo unspecified)	4%	-20%	8%	?	0%	-2	8
CC(CCc1ccco1)NC(=O)CCc1nnc2ccc(NCc3ccccc3Cl)nn12 (stereo unspecified)	6%	?	-16%	?	-6%	-1	-4
CCc1ccc(C2CC(=O)N(c3ccc(F)cc3)C3=C2C(=O)OC3)cc1 (stereo unspecified)	11%	-6%	3%	?	-4%	-1	1
O=P1(Oc2ccccc2)CC=C[C@H](COCc2ccccc2)O1 (stereo partly specified)	-2%	-4%	-3%	?	1%	-5	2
Cc1ccc(OCCCC(=O)Nc2ccccc2C(F)(F)F)cc1	-5%	8%	8%	-14%	2%	-1	-7
O=C(CCN=C1NS(=O)(=O)c2ccccc21)OCC(=O)c1ccccc1Cl	-2%	17%	0%[8.37 µM]	0%	nt	nt	nt
Cc1cc(C)cc(NC(=O)CSc2nc(N)c(NC(=O)c3ccc(Br)o3)c(=O)[nH]2)c1	-9%	7%	-4%	?	-3%	-2	-2
Cc1ccc(NC(=O)c2cnn(C)c2)cc1[N+](=O)[O-]	6%	26%	11%	14%	1%	8	14
Cc1sc2nc(CN3CCOCC3)nc(NS(=O)(=O)c3ccc4c(c3)OCCO4)c2c1C	10%	?	-17%	-4%	2%	-2	-11
COc1ccc2[nH]cc(CCNS(=O)(=O)c3ccc(NC(C)=O)cc3)c2c1	-13%	-10%	3%	25%	7%	4	-15
CCN1CCN(C(=O)/C=C/c2ccccc2[N+](=O)[O-])CC1	2%	13%	-1%	6%	1%	14	29
Cc1ccccc1N(CC(=O)NC1CCCC1)C(=O)c1oc(C(C)(C)C)cc1C	4%	12µM*	?	?	-1%	2	6
COc1ccc(-n2c(=O)c3c4c(sc3n(Cc3cccc(F)c3)c2=O)CN(C(C)=O)CC4)c(OC)c1	nt	18%	nt	?	5%	-2	4
CCOC(=O)c1c(NC(=O)CN2C(=O)NC3(CCCCC3)C2=O)sc(C)c1-c1ccc(C)cc1	-9%	15µM*	8%	9.3µM*	4%	4	0
CCOc1ccc(CN2C(=O)c3ccccc3Sc3ccc(C(=O)NCc4ccc(C)cc4)cc32)cc1	-7%	nt	nt	nt	nt	11	-3
Cc1c(NC(=O)Cn2[nH]c(=O)c3ccccc3c2=O)c(=O)n(-c2ccccc2)n1C	-9%	9%	16%	nt	3%	-4	-7
O=C(Nc1ccc2oc(-c3ccc(F)cc3)nc2c1)c1ccccc1F	-6%	42%[activator]	-4%	-30%	3%	29	39*
Nc1cccc2c1C(=O)N(CCOc1ccccc1F)C2=O	3%	206%[activator]	0%	314%[activator]	-5%	19*	46*

Entries from the list above that have a Cl atom (4):
SMILES	TbPYK inhibitor	Pf growth 48h	HCV inh	Pf growth 96h	LmPK inh	CHX counter	Shiga inhibitor
COCC1CCN(C(=O)c2cc(COc3cc(C)c(Cl)c(C)c3)on2)C1 (stereo unspecified)	6%	12%	-7%	?	-1%	72*	45*
CC1CCC2(CC1)NC(=O)N(NC(=O)C1CCN(C(=O)c3ccc(Cl)cc3)CC1)C2=O (stereo unspecified)	-6%	-5%	-7%	-11%	nt	nt	nt
CC(CCc1ccco1)NC(=O)CCc1nnc2ccc(NCc3ccccc3Cl)nn12 (stereo unspecified)	6%	?	-16%	?	-6%	-1	-4
O=C(CCN=C1NS(=O)(=O)c2ccccc21)OCC(=O)c1ccccc1Cl	-2%	17%	0%[8.37 µM]	0%	nt	nt	nt

Another view of part of the listing above.
Every second line gives: TbPYK inhibitor | Pf growth 48h | HCV inh | Pf growth 96h | LmPK inh | CHX counter | Shiga inhibitor
> CCN1CCN(C(=O)/C=C/c2ccccc2[N+](=O)[O-])CC1
 : 2% | 13% | -1% | 6% | 1% | 14 | 29
> Cc1ccccc1N(CC(=O)NC1CCCC1)C(=O)c1oc(C(C)(C)C)cc1C
 : 4% | 12µM* | ? | ? | -1% | 2 | 6

Further results follow.
SMILES	TbPYK inhibitor	Pf growth 48h	HCV inh	Pf growth 96h	LmPK inh	CHX counter	Shiga inhibitor
O=C(COc1ccccc1)Nc1ccc2c(c1)Cc1cc(NC(=O)COc3ccccc3)ccc1-2	2%	-6%	?	?	7%	-4	20
O=C(NCc1ccccc1)C1CCN(S(=O)(=O)c2cc([N+](=O)[O-])ccc2Cl)CC1	-2%	-24%	-9%	42%[activator]	2%	-1	-7
Oc1ccccc1C=NC1=NN(c2cccc(C(F)(F)F)c2)CC1	-6%	35%[activator]	4%	2.1µM*	-9%	5	3
O=C(COC(=O)c1ccc(Cl)c(S(=O)(=O)N2CCN(c3ccc(F)cc3)CC2)c1)Nc1cccc(Cl)c1	5%	-13%	-1%	?	3%	-3	12
COC(=O)CSc1nc2ccccc2o1	-5%	-8%	9%	-12%	-2%	-3	15
COc1ccc2c(c1)c(=O)c(C(=O)c1ccc(C)cc1)cn2CC(=O)Nc1ccc(F)cc1	1%	?	1%[8.37 µM]	?	2%	-6	-1
Cc1nc2scc(C)n2c(=O)c1S(=O)(=O)NCCc1ccccc1	-26%&0%	-1%	14%	-2%	-1%	-2	-6
Cc1ccc(S(=O)(=O)Nc2ccc(=O)n(Cc3ccc(Cl)c(Cl)c3)c2)cc1	-1%	?	-1%	7%	0%	0	-11
COC(=O)c1ccc2c(=O)n(CCCCCC(=O)N3CCN(c4ccccc4)CC3)c(=O)[nH]c2c1	2%	nt	10µM*	2%	4%	-3	2
C=CCNC(=O)c1ccc(CN2CCC(Cc3ccccc3)CC2)cc1	-7%	10µM*	-16%	-15%	-1%	1	-12
N#Cc1ccc(NC(=O)Nc2cccc(C#N)c2)cc1	1%	12µM*	10µM*	6.6µM*	-1%	-1	13
Cc1[nH][nH]c(=O)c1C(c1ccc(-c2ccccc2C(=O)O)o1)c1c(C)[nH][nH]c1=O	-12%	-9%	26%	417%[activator]	3%	1	26
O=C(CCSc1ccccc1)Nc1ccccc1C(=O)N1CCCC1	4%	6%	2%	-4%	2%	5	-6
O=C(COC(=O)Cn1cnc2ccccc21)Nc1cc2c(cc1Cl)C(=O)c1ccccc1C2=O	-5%	30%	?	29%	-13%	37*	50*
O=C(O)c1ccc(NC2=Nc3cccc4cccc2c34)cc1	-10%	29%	-3%	0%	1%	23*	69*
COc1ccc(CCn2c(-c3ccco3)nc3nc4ccccc4nc32)cc1	0%	?	-19%	6%	1%	13	43*
CC(C)(C)C(=O)Nc1scc(-c2ccc(-c3ccccc3)cc2)c1C(=O)O	0%	?	8%	-2%	-2%	5	-2
CCOc1ccc(NC(=O)CN2CCN(CC(=O)c3ccc(OC)c(OC)c3)CC2)cc1	-9%	-14%	15%&1%	57%[activator]	-2%	-2	16
COc1ccc(-c2sc(NC(=O)c3ccc(C)cc3)nc2-c2ccc([N+](=O)[O-])cc2)cc1	1%	4%	0%	0%	5%	-3	-8
CN1C(=O)c2ccccc2NC(=O)[C@]12O[C@@H]2c1cccc(O)c1	-4%	2%	12%	33%[activator]	5%	-7	-8
COc1cc(/C=N/n2cnnc2)ccc1OCCSc1ccc(C)cc1	-5%	36%[activator]	14%	?	1%	22*	34
Cc1ccccc1C(=O)N1CCC(C(=O)N(C)CCOc2ccccc2)CC1	6%	?	nt	-10%	-7%	-3	-7
CCOc1ccc(C(CC(=O)O)NC(=O)COc2ccccc2)cc1OC (stereo unspecified)	5%	7%	-6%	?	-1%[11.5 µM]	-10	-3
Cc1ccccc1NC(=O)Cc1nnc(SCC(=O)N2CCOCC2)n1C	-2%	1%	22%	-27%	1%	8	-2
O=c1cc(-c2ccc(O)c(O)c2)oc2cc(O)c(C3OC(CO)C(O)C(O)C3O)c(O)c12 (stereo unspecified)	1%	29%	-6%	42%[activator]	-5%	-3	-10
CCCCN(C(=O)CSc1nnc(-c2ccccc2OC)n1C)c1c(N)n(Cc2ccccc2)c(=O)[nH]c1=O	6%	-18%	-3%	?	0%	-5	23
CCN(CC)CCCNC(=O)c1cc(Sc2nnc(C)s2)nc2ccccc12	-13%	-25%	?	34%[activator]	4%	-2	4
Cc1ccc(NC(=S)NCc2cccs2)cc1	0%	nt	-4%	7%	0%	31*	9
COC(=O)c1cccc(NC(=S)N2CCCCC2)c1	-8%	62%[activator]	-8%	?	0%	19	29
CCO[C@@H]1c2c(ccc3ccc(=O)oc23)OC(C)(C)[C@@H]1O	-3%	23%	7%	-1%	nt	nt	nt

Screening results: PubChem, National Center for Advancing Translational Sciences (NCATS)
